# Screening results from PubChem.
# FBW7 activator – activators of human E3 ligase FBW7. Q969H0. AlphaScreen FBW7–phospho-cyclin E peptide binding, activator screen. normalized activity (activation), % at 26.1 µM. 650,000 tested, 0.13% active. AID 1259310; in the data active = normalized activity above about 1.9%;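 also: purified mutant Fbw7 with reduced substrate affinity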
# TEAD-YAP block – TEAD-YAP interaction inhibition | HEK-TIYL cells, TEAD-Gal4/YAP UAS-luciferase luminescence | inhibition, % at 9.12 µM | 640,000 tested, 1.4% active | AID 1259422; in the data active = inhibition above about 32%;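 also: 0% = median of test compound wells and 100% = reference inhibitor wells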
# GPR151 ag – human GPR151 activation; activation, % at 11.2 µM; Q8TDV0; PathHunter beta-arrestin GPR151 cells, luminescence; 650,000 tested, 1% active; in the data active = activation above about 4.9%;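 also: 0% = median of compound wells and 100% = cells with positive control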
# Target sequence (Q8TDV0 whole entry, looked up): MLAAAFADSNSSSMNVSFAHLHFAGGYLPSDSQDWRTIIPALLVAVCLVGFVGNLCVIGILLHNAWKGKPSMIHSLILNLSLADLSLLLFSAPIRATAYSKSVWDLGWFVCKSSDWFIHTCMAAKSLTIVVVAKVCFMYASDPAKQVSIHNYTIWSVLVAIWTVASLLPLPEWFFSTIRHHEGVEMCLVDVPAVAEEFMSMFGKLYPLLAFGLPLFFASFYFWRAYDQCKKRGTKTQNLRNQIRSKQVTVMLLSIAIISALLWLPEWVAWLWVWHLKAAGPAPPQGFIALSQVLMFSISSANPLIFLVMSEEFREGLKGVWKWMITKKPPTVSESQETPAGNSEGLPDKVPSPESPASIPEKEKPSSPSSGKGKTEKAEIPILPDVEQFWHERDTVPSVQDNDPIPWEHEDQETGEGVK
# MITF inh – human MITF inhibition, primary screen | inhibition, % at 2.6 µM | AlphaScreen MITF homodimerization, bead proximity signal | 650,000 tested, 0.91% active; in the data active = inhibition above about 50%;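 also: 0% = vehicle wells with protein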
# Target sequence (O75030 whole entry, looked up): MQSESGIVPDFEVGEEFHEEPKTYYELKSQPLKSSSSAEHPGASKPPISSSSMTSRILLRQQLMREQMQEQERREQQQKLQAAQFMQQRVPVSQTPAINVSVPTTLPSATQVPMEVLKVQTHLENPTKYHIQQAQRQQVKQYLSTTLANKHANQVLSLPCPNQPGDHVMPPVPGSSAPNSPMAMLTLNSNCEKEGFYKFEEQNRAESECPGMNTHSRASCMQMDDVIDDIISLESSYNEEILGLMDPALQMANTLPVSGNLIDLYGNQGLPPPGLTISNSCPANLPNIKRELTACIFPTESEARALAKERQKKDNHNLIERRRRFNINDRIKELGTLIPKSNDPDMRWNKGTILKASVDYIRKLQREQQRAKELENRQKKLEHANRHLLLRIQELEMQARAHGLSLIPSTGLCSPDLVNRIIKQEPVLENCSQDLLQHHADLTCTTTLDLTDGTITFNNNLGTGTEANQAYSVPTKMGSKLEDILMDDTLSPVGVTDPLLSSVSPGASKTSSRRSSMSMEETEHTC
# * hit, by the source's call; . = no result given; & = joins results of further samples. Compounds were not picked by outcome, and some 3.4% of all compounds hit somewhere here.
SMILES,FBW7 activator,TEAD-YAP block,GPR151 ag,MITF inh
CC(C)(C)NC(=O)CSc1n[nH]c(-c2ccccc2Cl)n1,0.4,-9.0,0.9,18.4
O=C1/C(=C\c2ccc(O)c(O)c2)Oc2c1ccc(O[C@@H]1O[C@H](CO)[C@@H](O)[C@H](O)[C@H]1O)c2O,-0.2,10.8,0.9,15.8
Cn1cc(C(=O)N2CCCCCC2)c(=O)c2cc(S(=O)(=O)N3CCCCCC3)ccc21,-0.1,-1.0,-0.5,5.0
O=C(NCC1COC2(CCCC2)O1)c1ccccc1 (stereo not given),-0.1,-13.1,0.1,-4.6
Cc1cc(C)cc(-n2c(SCC(N)=O)nnc2-c2cccnc2)c1,-0.1,4.1,-0.2,6.6
CCOC(=O)c1cnn(-c2ccccc2)c1NC(=O)CSc1nc(C)cc(C)n1,0.1,2.1,0.2,4.5
CCOC(=O)C1=C(O)/C(=C\c2cc(C)n(-c3ccccc3F)c2C)N=C1C,0.0,6.7,-0.9,30.9
CC12c3ccccc3C(c3ccccc31)C1C(=O)N(NC(=O)c3ccc(Cl)cc3Cl)C(=O)C12 (stereo not given),0.0,0.1,-1.0,-2.1
Cc1ccccc1NC(=S)NC1CC(C)(C)NC(C)(C)C1,-0.2,1.1,-1.6,2.3
CC1(C2CCN(Cc3cccc(Oc4ccccc4)c3)CC2)NC(=O)NC1=O (stereo not given),0.0,-2.5,0.9,-1.6
Cc1ccc(/C(O)=C/c2nc3ncc(Br)cc3[nH]c2=O)cc1,-0.2,-0.9,0.8,1.5
Cc1ccc(N2C(=O)CC(Sc3nnc(C(F)(F)F)n3N)C2=O)c(C)c1 (stereo not given),0.2,1.1,-1.8,9.6
O=C(Nc1cc(Oc2cccnc2)cc([N+](=O)[O-])c1)c1cc2nc(-c3ccc(Br)cc3)cc(C(F)(F)F)n2n1,0.0,0.8,-0.6,21.0
COc1cc(C2CC(=O)C3=C(C2)Nc2ccccc2N(C(=O)C(F)(F)F)C3c2cccc(F)c2)cc(OC)c1OC (stereo not given),0.2,-7.3,0.1,-2.0
O=C(CSC1=NC(=O)C(c2ccccc2)C(=O)N1)Nc1ccc(Cl)cn1 (stereo not given),0.5,-0.4,-2.0,9.5
COc1ccc(-c2coc3cc(OCCN4CCN(c5ccccc5)CC4)ccc3c2=O)cc1OC,0.1,22.3,0.1,9.9
COc1ccc(C(=O)OCc2ccccc2C#N)cc1S(=O)(=O)N1CCOCC1,0.1,12.6,-0.2,7.3
CCn1c(=O)cc(OCC(=O)N(C)c2ccccc2Cl)c2ccccc21,0.1,-1.5,-0.8,15.2
O=S(=O)(Nc1nccnc1-c1ccc(COc2ccccc2)cc1)c1cccs1,0.4,11.8,-0.9,18.2
CCN1CCN(c2cc(C)c3cc(NC(=O)C4CCC(C)CC4)ccc3n2)CC1 (stereo not given),1.0,7.1,-0.7,9.3
COC(=O)C1=C(C(=O)OC)[C@@H]2N(C)c3ccc(OC)cc3[C@@]23C[C@@H](C(=O)OC)N(C(=O)c2ccco2)C3=N1,0.0,.,6.1*,15.9
Cc1ccc(-n2c(C)cc(C(=O)Cn3nc(C)c(C)c(C#N)c3=O)c2C)cc1C,0.1,-0.4,0.5,8.8
O=C(CCCN1C(=O)c2cccnc2C1=O)Nc1ccc(Cl)c(C(F)(F)F)c1,-0.1,-2.0,-0.4,1.7
CCC(C)NCCCOc1ccc(C)cc1OC (stereo not given),-0.2,-5.1,-0.7,37.3
Cc1cc(OCC=C(Cl)Cl)c2ccccc2n1,0.9,14.8,-0.7,3.6

# The list goes on; it opens with the two that closed the last part.
SMILES,FBW7 activator,TEAD-YAP block,GPR151 ag,MITF inh
CCC(C)NCCCOc1ccc(C)cc1OC (stereo not given),-0.2,-5.1,-0.7,37.3
Cc1cc(OCC=C(Cl)Cl)c2ccccc2n1,0.9,14.8,-0.7,3.6
CCSCc1nnc(SCC(=O)Nc2ccc(Br)cc2)n1CC,0.0,6.0,0.6,-11.9
CCCCN(C(=O)NC(=O)Nc1ccc(Oc2ccccc2)cc1)S(C)(=O)=O,-0.1,-1.4,-0.2,5.0
CCOC(=O)c1sc2ncn(CC(=O)Nc3ccc(C)c(Cl)c3)c(=O)c2c1C,-0.1,-2.9,-0.3,-12.3
CCN(CC)CCOC(=O)c1ccc(N=Cc2c(C)[nH]n(-c3ccccc3)c2=O)cc1,0.6,1.9,-0.5,14.7
COc1ccccc1-c1coc2cc(OC(=O)c3ccco3)ccc2c1=O,-0.2,10.6,0.7,-5.4
O=C(NCc1ccccc1F)Nc1cccc(NC(=O)NCc2ccccc2F)c1,0.0,2.9,-0.6,-3.6
Cc1ccc(S(=O)(=O)C(CNS(=O)(=O)c2ccccc2)c2cccs2)cc1 (stereo not given),0.3,5.4,0.4,21.1
C[C@@H]1NC(=O)[C@@H]2C[C@H](NCc3cc(F)ccc3F)CN2C1=O,0.1,1.6,0.3,9.9
CCCCC(=O)Nc1nc2c(s1)C(=O)CC(c1ccccc1)C2 (stereo not given),-0.1,-0.9,1.3,2.6
CCOC(=O)C1(Cc2ccc(OC)cc2)CCN(S(=O)(=O)N(C)C)CC1,0.0,-5.0,3.0,3.8
COc1cc(C2C(C#N)=C(N)Oc3n[nH]c(-c4ccc(C)cc4)c32)cc(OC)c1O (stereo not given),0.1,0.9,-1.3,17.6
Cc1ccc2c(c1)N(C(=O)CCC(=O)Nc1cccc(F)c1)CC(C)O2 (stereo not given),0.0,-4.1,-0.6,6.8
CCOc1ccc(N(CC(=O)N2CCC(C)CC2)S(=O)(=O)c2ccc(C)cc2)cc1,-0.1,-0.8,-0.5,-6.0
O=C(NCc1ccccc1)N1CCCCC1,0.0,-0.2,-1.3,-1.5
CCCCNS(=O)(=O)c1ccc(NC(=O)c2ccc(NC(C)=O)cc2)cc1,0.1,-9.7,2.4,-4.1
O=C(NCCOc1ccccc1)c1ccnc(N2CCN(c3ccccn3)CC2)c1,0.0,-8.4,-0.1,19.6
CC(C)(C)NC(=O)COC(=O)c1ccccc1Sc1ccccc1C#N,0.0,-12.9,0.6,-6.7
COc1ccc(/C=N\NC(=O)CCn2nnc3ccccc32)cc1OC,0.0,-5.5,3.0,8.8
CC(=O)c1c(C)cc(C)c(CSc2nnc(-c3ccc(Cl)cc3)o2)c1C,-0.3,6.0,1.3,-9.4
CCOC(=O)C1=CN(c2ccc(F)cc2)C=C(C(=O)OCC)C1c1ccc(OC)c(Br)c1,-0.1,-2.5,-0.4,-9.2
CC(C)NC(=O)/C(=C\c1ccco1)NC(=O)c1ccc(Cl)cc1,0.0,11.4,-0.7,8.4
CCC(Sc1nc2cc3c(cc2c(=O)n1CCCC(=O)NCc1ccc(OC)cc1)OCO3)C(=O)N1CCOCC1 (stereo not given),0.2,-1.0,1.0,1.6
CCC(/C=N/NC(=O)c1ccccc1F)CC,0.0,-55.8,-1.4,2.0
O=C1OC(c2cccc(F)c2)=N/C1=C\c1cccs1,-0.1,-4.3,0.7,-2.2
CC1=C(C(=O)Nc2ccc(C)cn2)C(c2ccc(F)cc2)C2=C(CC(C)(C)CC2=O)N1 (stereo not given),0.1,11.1,0.8,-4.6

# Molecules above that have a tert-butyl group (2):
SMILES,FBW7 activator,TEAD-YAP block,GPR151 ag,MITF inh
CC(C)(C)NC(=O)CSc1n[nH]c(-c2ccccc2Cl)n1,0.4,-9.0,0.9,18.4
CC(C)(C)NC(=O)COC(=O)c1ccccc1Sc1ccccc1C#N,0.0,-12.9,0.6,-6.7

# Two compounds from above, showing only MITF inh, GPR151 ag and TEAD-YAP block.
Structure	MITF inh	GPR151 ag	TEAD-YAP block
Cc1ccc(S(=O)(=O)C(CNS(=O)(=O)c2ccccc2)c2cccs2)cc1 (stereo not given)	21.1	0.4	5.4
C[C@@H]1NC(=O)[C@@H]2C[C@H](NCc3cc(F)ccc3F)CN2C1=O	9.9	0.3	1.6

# The list continues:
SMILES,FBW7 activator,TEAD-YAP block,GPR151 ag,MITF inh
O=C(Nc1ccccc1C(=O)N/N=C/c1cccnc1)c1ccccc1,0.5,12.1,-1.4,-6.1
Cc1nnc(NC(=O)c2c(F)cccc2F)s1,0.0,2.6,2.1,1.7
C=CCn1cc(F)c(=O)n(CC=C)c1=O,0.2,-2.1,0.6,3.4
O=C1N[C@@H](Cc2cnc[nH]2)C(=O)N2CCN(Cc3cccc(Cl)c3)C[C@H]12,-0.1,-1.3,2.8,15.4
O=C(O)c1cc(N/N=C/c2cccc([N+](=O)[O-])c2)ccc1Cl,0.4,-46.8,-5.6,23.0
O=C(NCCO[N+](=O)[O-])c1cccnc1,0.0&0.1&-0.1,3.2,0.2&0.5&0.5,4.0&9.9&-7.5
CCOc1ccc(NC(=O)C(=O)N/N=C/c2cccc(OC)c2OC)cc1,0.2,2.7,1.9,2.6
CC(=O)N1CCSc2cc(S(=O)(=O)Nc3cc(Cl)ccc3C)ccc21,0.0,-5.7,4.3,34.3
CC1(C)Cc2[nH]ccc2C(C)(C)N1,0.0,3.3,-0.5,6.1
O=C(CSc1nc2ccsc2c(=O)n1C1CCCCC1)NCc1ccco1,-0.1,-0.2,0.6,-55.1
COc1ccc(C2Nc3ccccc3NC3=C2C(=O)CC(c2cccs2)C3)cc1OC (stereo not given),0.4,-4.5,-0.7,15.2
O=[N+]([O-])c1ccc2c(c1)S(=O)(=O)NC2=NC(c1ccccc1)c1ccccc1,0.0,11.2,-1.0,11.5
CCOc1ccc(NC(=O)CCC(=O)c2ccc(OC)cc2)cc1,0.0,0.8,-1.3,13.1
O=C(NCCc1cccc(Cl)c1)c1cccc([N+](=O)[O-])c1,-0.1,-23.9,0.3,-5.7
O=C(NCc1ccccc1)/C(=C\c1ccccc1)NC(=O)c1ccc(Br)o1,0.0,3.9,0.7,-3.5
COc1cccc(NC(=O)CN2CCC(Nc3nc(C(F)(F)F)cc(=O)[nH]3)CC2)c1,-0.1,2.4,-0.7,-7.0
O=C(CSc1nc2ccccc2c(=O)n1-c1ccc(F)cc1)c1ccc(Cl)cc1,0.0,-1.1,-1.3,-3.9
CC(C)n1cnc2c(NCCc3ccc(O)cc3)nc(NCc3ccc4c(c3)OCO4)nc21,-0.1,2.2,-0.7,-5.0
COc1ccccc1N1CCN(S(=O)(=O)c2ccc(F)c(C(=O)Nc3ccc(C(C)C)cc3)c2)CC1,0.1,-4.1,-1.7,-15.7
O=C(NCc1cccnc1)c1cccc(OC2CCN(C/C=C/c3ccccc3)CC2)c1,-0.1,9.2,-0.8,6.2
COC(=O)C1=C(C)N(c2cccc(C)c2)C(=O)/C1=C\c1cccs1,-0.1,-11.9,1.6,1.9
CN1C(=O)/C(=C\c2nc3ccccc3c(=O)n2CCCO)c2ccccc21,0.1,4.3,-1.3,0.7
Cc1ccccc1NC(=O)/C(C#N)=C/c1ccccc1,0.1,-1.9,-0.5,18.4
Cc1ccc(S(=O)(=O)Nc2ccc([N+](=O)[O-])cc2N)cc1,1.0,-18.4,-0.5,18.3
O=C(CCl)NC(=O)Cc1ccccc1,0.0,-0.8,0.2,-5.9
COCC(=O)N(C)C(Cc1ccc(F)cc1)C1CCN(C(=O)c2cccs2)CC1 (stereo not given),-0.1,2.3,0.1,-2.0
Cc1ccc(OCC(=O)N/N=C/c2ccncc2)cc1,0.0,9.2,0.1,7.5
CC(C)(C)n1ncc2c(=O)n(CC(=O)Nc3ccc(F)cc3F)cnc21,-0.1,0.8,-1.7,-4.5
COc1ccc(/C=N/N2CCOCC2)cc1COc1ccc(F)cc1,0.2,3.9,-0.6,8.7

# Shown with values under each structure: entries from further up.
# Fields – FBW7 activator, TEAD-YAP block, GPR151 ag, MITF inh
> Cc1cc(OCC=C(Cl)Cl)c2ccccc2n1
→ 0.9, 14.8, -0.7, 3.6
> COc1ccccc1N1CCN(S(=O)(=O)c2ccc(F)c(C(=O)Nc3ccc(C(C)C)cc3)c2)CC1
→ 0.1, -4.1, -1.7, -15.7
> CCOC(=O)C1(Cc2ccc(OC)cc2)CCN(S(=O)(=O)N(C)C)CC1
→ 0.0, -5.0, 3.0, 3.8
> Cc1cc(C)cc(-n2c(SCC(N)=O)nnc2-c2cccnc2)c1
→ -0.1, 4.1, -0.2, 6.6
> CCCCC(=O)Nc1nc2c(s1)C(=O)CC(c1ccccc1)C2 (stereo not given)
→ -0.1, -0.9, 1.3, 2.6
> C[C@@H]1NC(=O)[C@@H]2C[C@H](NCc3cc(F)ccc3F)CN2C1=O
→ 0.1, 1.6, 0.3, 9.9
